# GALR2 antag = GALR2 antagonists in receptor-expressing cells, primary screen | inhibition, % at 4 µM | Galanin receptor type 2 (Homo sapiens), O43603 | antagonist mode | 0.39% of 140,000 active; in the data active means inhibition above about 27%;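 further: cells stimulated with galanin 1-16 at roughly its EC80; 0% = agonist challenge control and 100% = basal control without agonist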
# Target sequence (O43603 whole entry, looked up): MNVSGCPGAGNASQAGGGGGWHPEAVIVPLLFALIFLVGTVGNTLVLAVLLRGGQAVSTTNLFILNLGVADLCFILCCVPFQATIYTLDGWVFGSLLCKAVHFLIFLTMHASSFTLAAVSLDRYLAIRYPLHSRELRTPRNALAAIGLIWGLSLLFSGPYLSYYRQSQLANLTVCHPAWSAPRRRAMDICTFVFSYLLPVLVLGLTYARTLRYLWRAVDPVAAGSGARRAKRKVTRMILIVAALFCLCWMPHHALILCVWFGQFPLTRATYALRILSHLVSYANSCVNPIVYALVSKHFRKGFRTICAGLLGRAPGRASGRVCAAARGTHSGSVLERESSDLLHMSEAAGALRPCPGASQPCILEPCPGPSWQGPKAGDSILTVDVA
# Measles CPE = compounds protecting cells from measles virus cytopathic effect, primary screen, measles RdRp inhibitor project, single point, MLSMR library, absorbance; 1.5% of 140,000 active; Measles virus-infected cells, CPE protection; protection (pct of control), % at 4 µM; AID 841, 2007; in the data active means protection mostly above about 24%, no sharp cut-off; inactive means mostly below about 26%; further: some compounds called inactive have numbers as strong as hits
# HCT116 bCat-KO = primary screen for growth suppressors in beta-catenin knockout HCT116 cells (colon tumor, human) | viability, % at 10 µM | 1.5% of 140,000 active | HCT116 beta-catenin knockout viability, CellTiter-Glo, 60 h; active compounds read low;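 active means viability at or under a set limit, the compound median less 4 SD, cut at about 6% in these data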;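 further: 0% = Hyamine 1622 control at 20 µM and 100% = untreated cell control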
# MRP-1 activ = H69AR viability gain despite doxorubicin, primary screen, MRP-1 activator project, H69AR cells, CellTiter-Glo | 0.61% of 140,000 active | viability rescue | AID 799, 2007 | viability increase, % at 10 µM;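 active means viability gain under doxorubicin at or above a set limit, the compound median plus 3 SD, cut at about 4.7% in these data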;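 further: MRP-1 overexpressing cells given doxorubicin 25 µM after compound pretreatment; 18-22 h compound pretreatment then 72 h with doxorubicin before readout; 0% = doxorubicin-only wells and 100% = vehicle-treated cells without doxorubicin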
# Yeast growth inh = growth inhibitors of yeast BB579 in restrictive medium, primary screen, yeast lifespan-shortening project, S. cerevisiae; inhibition, % at 10 µM; 0.51% of 140,000 active; AID 804, 2007; OD615, 48 h;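 active means inhibition above a set limit, 3 SD over the mean compound inhibition, cut at about 44% in these data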; further: inactives centre near -24
#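 Test system: S. cerevisiae DeaD strain BB579 yeast; Medium: restrictive CSMM-D medium; Compound: one dose, 10 µM compound with 0.25% DMSO; Incubation: 4 h cell preincubation, 48 h compound exposure, 30 °C humidified; Signal: OD at 615 nm; Benchmarks: amphotericin B at 10 µg/mL as positive control.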
# Phagocytosis inh = inhibitors of macrophage phagocytosis, primary screen, imaging, J774A.1 cells, IgG beads. J774A.1 macrophage IgG-bead phagocytosis. inhibition, % at 5 µM. 0.07% of 110,000 active;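 active means inhibition above the mean of the plate negative controls plus 5 SD, cut at about 13% in these data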;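 further: phagocytic index as fraction of beads internalized from green versus red external bead signal; plate controls were DMSO negative control for no effect and cytochalasin-D positive control for full effect; some results beyond the cut were filed as inactive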
# NPY-Y2 antag = NPY-Y2 receptor antagonists, primary screen, cell-based; Neuropeptide Y receptor type 2 (Homo sapiens), P49146; NPY-Y2 expressing cells, antagonist mode; inhibition, % at 2.7 µM; 0.99% of 140,000 active; AID 793, 2007; in the data active means inhibition above about 17%;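 further: 0% = vehicle with agonist challenge and 100% = reference antagonist with challenge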
# Target sequence (P49146 whole entry, looked up): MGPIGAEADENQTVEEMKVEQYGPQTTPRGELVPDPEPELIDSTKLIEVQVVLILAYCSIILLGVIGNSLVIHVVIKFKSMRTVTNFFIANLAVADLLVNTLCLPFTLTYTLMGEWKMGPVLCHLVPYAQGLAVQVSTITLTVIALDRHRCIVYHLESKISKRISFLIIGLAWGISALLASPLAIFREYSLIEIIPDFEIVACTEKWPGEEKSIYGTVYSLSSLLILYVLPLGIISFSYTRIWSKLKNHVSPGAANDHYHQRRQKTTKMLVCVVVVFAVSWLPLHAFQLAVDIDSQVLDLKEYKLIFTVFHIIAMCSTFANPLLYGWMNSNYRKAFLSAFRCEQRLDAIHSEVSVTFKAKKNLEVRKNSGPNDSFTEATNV
# E-sel TNF inh = E-selectin induction blockers in HUVEC – imaging, immunofluorescence, high content, primary screen; inhibition, % at 2 µM; 0.71% of 120,000 active; HUVEC TNFa-induced E-selectin immunofluorescence; AID 1246, 2008;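 active means inhibition above the batch mean plus 3 SD, and confirmed as a hit on visual image review, cut at about 43% in these data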;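 further: 0% = TNF-stimulated DMSO wells and 100% = unstimulated control wells; not every result past the cut was called active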
# Yeast lifespan up = compounds extending yeast replicative lifespan, primary screen, S. cerevisiae, OD615; S. cerevisiae growth with nicotinamide; deaD strain in restrictive glucose medium; inhibition of the nicotinamide effect, % at 10 µM; 0.68% of 130,000 active; AID 775, 2007;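 active means inhibition above a set limit, placed 3 SD over the median of all compounds, cut at about 26% in these data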;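 further: 0% = nicotinamide-treated wells and 100% = cells grown without nicotinamide; some compounds called inactive have numbers as strong as hits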
#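 Assay system: engineered S. cerevisiae DeaD replicative-lifespan strain, galactose-grown log-phase cells; medium: restrictive CSMM-D dextrose medium; also added: nicotinamide, 1.5 mM, co-present with compound; schedule: 48 h compound exposure at 30 °C, humidified; detection: absorbance at 615 nm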
# HCT116 PTEN-null = growth suppression of PTEN-null HCT116, primary screen, cell-based, CellTiter-Glo. HCT116 PTEN-null viability, 60 h; active compounds read low. viability, % at 10 µM. 1.2% of 140,000 active. AID 827, 2007;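 active means viability at or below a set limit, 4 SD under the median of all tested compounds, cut at about 3.7% in these data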;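 further: PTEN knockout HCT116 line with beta catenin targeted HCT116 as companion control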
# Active calls of the source: *; · = no result given.
SMILES,GALR2 antag,Measles CPE,HCT116 bCat-KO,MRP-1 activ,Yeast growth inh,Phagocytosis inh,NPY-Y2 antag,E-sel TNF inh,Yeast lifespan up,HCT116 PTEN-null
Cc1ccc(Cc2c(C)nc3nc(SCC(=O)NCCN4CCOCC4)nn3c2C)cc1,-11.0,5.1,88.8,-1.9,1.7,0.3,3.2,19.7,-5.8,93.6
CC1(C)C2CCC1(CS(=O)(=O)Nc1ccc(S(=O)(=O)NC3CCCCC3)cc1)C(=O)C2 (centres undefined),5.9,14.2,81.5,-2.1,-20.8,8.5,-1.4,·,-0.4,75.9
CCC(=O)Nc1nnc(SCC(=O)N2c3ccccc3CC2C)s1 (centres undefined),4.9,3.8,82.8,-3.8,1.3,·,-2.3,8.1,·,78.1
Cc1cc(C)cc(-n2nnnc2SCC(=O)Nc2nc(-c3ccc(Cl)cc3)cs2)c1,-6.8,11.0,59.9,-3.8,-48.0,-0.4,8.8,-5.5,-6.5,63.6
CCOC(=O)COc1c(OC)cc(Cl)cc1C1Nc2ccccc2C(=O)N1c1cccc(C)c1 (centres undefined),-2.0,2.6,101.8,1.0,-56.2,·,2.1,23.3,13.8,85.0
S=C(NCCCN1CCOCC1)Nc1ccc(Cl)cc1,5.1,7.3,80.0,-3.1,-45.6,-6.1,1.5,·,3.4,91.0
COc1ccc(CNC(=O)CSc2nnnn2-c2ccccc2)cc1,-3.0,11.5,96.7,-0.7,-20.5,-0.2,3.8,·,-9.4,85.4
O=C(O)c1ccccc1NS(=O)(=O)c1cccc(C(F)(F)F)c1,-12.5,16.2,90.1,-0.9,-46.8,-0.2,4.0,11.1,-1.4,102.7
CCOC(=O)c1c(C#N)c(SCC(=O)Nc2ccc(OC)cc2)nc2c1CN(CC)CC2,-1.3,14.8,83.9,-3.6,-29.1,-0.4,1.6,-15.4,-10.1,84.3
COc1ccc(CCNC(=O)c2nnn(-c3ccc4c(c3)OCCO4)c2N)cc1OC,2.0,6.7,95.1,-1.4,-38.9,0.6,0.9,-1.6,-12.0,107.3
CCOc1cccc(-c2nnc3sc(COc4ccc(OC)cc4)nn23)c1,-0.4,3.9,98.3,0.2,-53.9,-1.4,12.9,-3.8,0.6,112.6
COCCNC(=O)CN(CC1CCCO1)C(=O)CCC(=O)Nc1ccccn1 (centres undefined),-0.2,2.1,103.3,-0.5,-44.7,-2.7,2.2,-2.1,2.1,100.7
COCCN(CCOC)c1ncc(Cl)c(C(=O)c2c(C)cc3ccccn23)n1,-1.3,11.9,71.5,-2.8,2.6,-0.6,0.2,·,0.0,65.4
CCN1CCN(c2cc(C)c3cc(NC(=O)c4cncc(Br)c4)ccc3n2)CC1,20.4,0.8,1.0*,-2.2,-17.7,-2.2,1.1,·,-15.3,1.2*
c1ccc2c(N3CCCCC3)ncnc2c1,4.8,20.4,82.2,-3.0,6.3,1.9,0.7,-8.6,-0.1,90.2
CCOC(=O)/C(=N/Nc1ccc(C)cc1)S(=O)(=O)c1ccc(Cl)cc1,2.5,18.4,91.5,-0.8,-13.5,·,11.6,-2.8,-2.9,80.4
CCN1CCN(Cc2cc(=O)oc3cc4c(cc23)CCC4)CC1,6.6,6.0,98.3,-2.7,5.0,-0.7,4.9,·,-5.7,92.9
Cc1nn(C)c(C)c1S(=O)(=O)N1CCC(C(=O)NC2CCCCCC2)CC1,3.8,14.7,100.1,-0.7,-63.7,-0.1,4.3,-19.4,-3.5,91.8
Cc1ccc(S(=O)(=O)N2CCCCC2)cc1NC(=O)CSc1ncnc2ccccc12,-6.7,20.4,45.2,-4.4,-28.9,-3.3,3.5,·,1.8,40.2
Cc1ccc(S(=O)(=O)N2CCCCC2)cc1NC(=O)CSc1ccc2c(c1)OCCO2,-11.4,2.6,81.0,-0.6,-25.5,-2.2,1.6,25.0,5.6,78.2
CC(C)C(NC(=O)Cc1ccccc1[N+](=O)[O-])C(C)C,-0.3,7.8,92.1,-1.1,-10.2,-7.5,3.8,-1.1,-3.0,90.1
COC(=O)Sc1nnc(-c2ccc(Br)cc2)o1,12.9,5.3,114.9,-1.4,21.1,·,15.9,-11.1,-30.1,94.0
CN(C)C(CNC(=O)CCCOc1ccccc1)c1ccco1 (centres undefined),2.1,5.3,95.3,-3.4,18.0,3.0,-1.1,10.3,-9.7,93.8
CC(C)CNC(=O)CCCc1c[nH]c2ccccc12,8.5,16.7,97.4,-3.5,-18.9,·,-1.6,19.1,-22.2,93.0
Cc1ccc(SCc2cc(=O)[nH]c(Nc3nc(C)c4ccc(C)cc4n3)n2)cc1,-8.6,14.6,63.4,-0.7,-25.1,-14.0,7.0,·,3.3,70.1

# Following part.
SMILES,GALR2 antag,Measles CPE,HCT116 bCat-KO,MRP-1 activ,Yeast growth inh,Phagocytosis inh,NPY-Y2 antag,E-sel TNF inh,Yeast lifespan up,HCT116 PTEN-null
CCOc1ccc(NC(=O)NCC2CCN(c3ccc(OC)cc3)C2)cc1 (centres undefined),-4.0,5.8,95.7,-0.2,-49.6,0.0,3.4,-5.6,-1.6,101.0
O=C1C(Nc2ccccc2)=C(NS(=O)(=O)c2ccccc2)C(=O)c2ccccc21,1.7,7.6,78.8,-3.2,-37.1,-4.4,0.4,·,-2.4,71.4
CCCCN(CCCC)C(=O)c1cc2ccccc2c(=O)o1,1.8,4.9,85.8,-0.6,-16.4,1.1,-0.7,·,14.3,90.6
COC(=O)CNC(=O)c1ccccc1C,-0.6,7.9,90.0,-1.1,-45.0,0.0,-0.7,-1.4,1.1,98.0
CCNC(=S)Nc1ccc(Cl)c(C(F)(F)F)c1,-6.4,6.6,64.9,-2.5,-34.4,-1.8,-3.4,·,-5.3,55.7
CCOCCN1CCN(c2c3c(nc4cc(-c5ccc(F)cc5)nn24)CCC3)CC1,6.5,7.3,90.2,-3.7,-37.1,0.1,3.7,9.7,-3.5,89.2
CC(C)c1ccc(O)c(NC(=O)c2ncn[nH]2)c1,1.2,5.9,94.9,-2.1,-25.3,-0.1,-1.4,·,-10.7,92.0
CC(C)CNC(=S)Nc1ccc(Oc2ccccc2)cc1,8.9,6.6,74.6,-3.5,11.4,-7.0,-1.8,·,-0.9,80.4
NC(=O)c1ccccc1NS(=O)(=O)c1ccccc1,14.8,28.7,97.9,0.6,-6.9,-0.4,-0.1,12.3,3.2,99.8
CCOc1ccccc1NC(=O)/C=C/c1ccccc1[N+](=O)[O-],14.7,25.1,93.9,-3.2,-8.5,·,5.4,8.5,-3.0,90.8
CCn1c2ccccc2c2cc(CN3CCN(S(C)(=O)=O)CC3)ccc21,-13.0,4.2,72.7,-0.7,1.4,-1.9,1.9,·,-3.9,72.0
CCN(CC)S(=O)(=O)c1ccc(C)c(NC(=O)CSc2ncc(C(F)(F)F)cc2Cl)c1,2.4,7.2,93.7,-2.4,-39.2,-1.0,2.9,4.7,6.1,94.0
CCOC(=O)c1nnn(-c2nonc2N)c1CSc1ccccn1,16.8,31.6,98.2,-0.6,-23.4,0.8,2.2,·,-7.4,96.8
Cn1c(SCC(=O)N(Cc2ccccc2)C(C)(C)C)nc2ccccc21,0.3,5.7,89.3,-0.6,-44.6,-1.0,-0.7,-27.4,-3.3,100.5
COc1ccc(N2CCN(C(=O)CSc3ccccc3N)CC2)cc1,-8.8,2.0,83.3,-2.7,-21.4,-2.7,0.3,-14.6,-4.4,81.6
CCn1c2c(c(C)cc1=O)C(=O)CC(C)(C)C2,-2.4,4.7,100.9,-0.8,9.9,-5.1,-0.3,·,2.7,103.8
COc1cc(CNn2cnnc2)ccc1OCC(=O)NC1CCCCC1,-12.1,4.6,101.1,0.8,-35.6,-0.2,3.5,29.9,-5.4,89.6
Cc1ccc(N2C(=O)[C@@H]3C(c4ccc(F)cc4)=NO[C@@H]3C2=O)cc1,-5.2,8.4,102.0,0.1,-1.8,-0.9,2.3,-9.6,-12.7,93.7
CCCN1Cc2cccc(C(=O)NCCCOC(C)C)c2C1=O,-2.8,6.5,93.7,-1.7,-6.1,-4.0,2.9,-22.6,-4.2,97.1
COC(=O)c1ccccc1NC(=O)CCS(=O)(=O)c1ccc(Br)s1,-9.7,5.8,67.5,-4.4,-8.3,-0.3,6.5,19.0,0.3,64.0
O=C(CCN1c2ccccc2Sc2ccccc21)OCC(=O)N1CCN(C(=O)c2ccco2)CC1,-12.0,4.4,92.0,-3.0,-5.9,-3.6,3.3,·,-11.4,89.6
Cc1ccc(C2C=C(c3ccc4c(c3)OCO4)Nc3ncnn32)cc1 (centres undefined),2.8,5.1,62.6,-1.0,-10.7,·,3.4,·,-3.7,61.5
O=C(COc1ccc(Br)cc1F)NC1CCN(Cc2ccccc2)CC1,-9.5,4.6,88.0,2.3,-2.4,-0.6,6.0,2.5,-8.9,93.0
O=C1NC2(CCCCC2)Cc2ccccc21,-3.9,11.1,91.8,0.4,-44.9,-0.7,4.0,·,-3.1,97.0
Cn1nc(C(F)(F)F)c(/C=N/OC(=O)c2ccccc2)c1SCc1ccccc1Cl,-13.9,6.2,26.9,-6.3,-28.0,-2.5,3.5,-21.8,6.3,42.6

# Next part:
SMILES,GALR2 antag,Measles CPE,HCT116 bCat-KO,MRP-1 activ,Yeast growth inh,Phagocytosis inh,NPY-Y2 antag,E-sel TNF inh,Yeast lifespan up,HCT116 PTEN-null
O=C(Nc1ccc2c(c1)OCO2)C(c1ccc(Cl)cc1)N1CCC2(CC1)OCCO2 (centres undefined),9.4,27.6,89.3,-0.9,-23.3,-1.8,0.7,13.5,-10.6,89.3
C/C(CC(=O)NCc1ccc(Cl)cc1)=N\NC(=O)Cc1ccccc1,6.7,3.5,96.5,0.1,2.1,-1.1,5.1,18.5,-6.3,98.7
CCC(C)NC(=O)c1ccc(COc2ccccc2Cl)cc1 (centres undefined),-8.1,9.7,101.4,0.9,-3.8,·,3.0,·,-8.0,114.0
Cc1ccc2cc(C)c3nnc(SCC(=O)N4CCN(C(=O)c5ccco5)CC4)n3c2c1,-12.0,4.7,100.2,-0.3,-46.5,-0.4,-1.7,·,-10.5,97.8
c1ccc2sc(SCc3ccc(-c4nnco4)cc3)nc2c1,-3.2,13.1,56.0,-3.9,12.3,-2.4,6.4,-1.2,-5.5,62.0
COC(=O)/C=C1/S/C(=N/NC(=O)c2ccccc2)NC1=O,4.3,4.4,93.2,-0.4,-40.8,·,3.2,3.1,7.5,96.1
O=C1CC(c2ccc3c(c2)OCO3)CN1 (centres undefined),5.1,7.0,97.7,-2.3,1.1,·,2.4,·,-15.4,96.7
COC(=O)c1ccc2c(=O)n(CCN3CCOCC3)c(=S)[nH]c2c1,7.0,2.6,106.7,-1.1,15.6,0.2,-1.2,-17.5,10.1,107.1

# High-throughput results as filed in PubChem.
